# Compound activity deposited in PubChem BioAssay by National Center for Advancing Translational Sciences (NCATS).
# PTAP TSG101 blk: qHTS Assay for Iinhibitors of HIV-1 Budding by Blocking the Interaction of PTAP/TSG101. Tumor susceptibility gene 101 protein (Homo sapiens), Q99816. Fluorescence polarization, FITC-PTAP peptide / Tsg101 binding. Potency, µM (highest dose often 115 µM), inactives show at the highest dose activity change, negative = inhibition, hits mostly inhibitors. 340,000 tested, under 10 active. AID 493005, 2010; active = well fitted inhibition curve with a large enough effect in the main read-out, with a control signal flat, not every such curve was filed as active; inconclusive = small, poorly fitted or top-dose-only effect, or effect the other way, or a change in a side signal; inactive = no such curve, though single readings can be large or run the other way; also: potency is read from the fitted curve at half-maximal effect; % of control where 0% means no effect
# Target sequence (Q99816 whole entry, looked up): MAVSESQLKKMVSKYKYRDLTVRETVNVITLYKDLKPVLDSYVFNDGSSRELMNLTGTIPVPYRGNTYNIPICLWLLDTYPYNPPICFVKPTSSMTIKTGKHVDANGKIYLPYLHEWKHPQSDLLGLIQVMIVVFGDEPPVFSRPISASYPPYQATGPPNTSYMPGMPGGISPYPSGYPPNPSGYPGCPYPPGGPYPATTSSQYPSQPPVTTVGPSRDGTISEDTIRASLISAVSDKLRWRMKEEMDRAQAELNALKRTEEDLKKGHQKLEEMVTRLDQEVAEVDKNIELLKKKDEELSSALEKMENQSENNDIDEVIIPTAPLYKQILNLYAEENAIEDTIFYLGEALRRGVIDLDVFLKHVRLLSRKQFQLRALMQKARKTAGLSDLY
#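 Tsg101 binding domain (10 uM final) was mixed with compound and a FITC-labeled PTAP peptide (50 nM final) in HEPES pH 7.5 buffer with NaCl, Tween 20, EDTA and TCEP; fluorescence polarization was read after 20 min at r.t.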
# Giardia killer: Small Molecules that selectively kill Giardia lamblia: qHTS. Giardia lamblia trophozoite viability. AID 540267, 2011. activity change, % at 7.66 µM, hits read low. 340,000 compounds, 0.15% hits; in the data active = activity change below about -80%; inconclusive = between about -30% and that limit;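 also: parasites exposed to compound for two days anaerobically before the ATP read; % is scaled to controls: 0 for no effect and ±100 for the full control effect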
#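 Killing of trophozoites was scored by loss of ATP luminescence after a 48 hrs anaerobic exposure to compounds at 37 deg C, using 100 cells per well.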
# PKM2 act: qHTS Assay for Activators of Human Muscle isoform 2 Pyruvate Kinase | Potency, µM (highest dose often 57.5 µM), for the others: at the top dose activation, most hits filed as activators | AID 1631, 2009 | 260,000 compounds, 0.34% hits | Pyruvate kinase PKM (Homo sapiens), P14618 | purified PKM2, Kinase-Glo ATP luminescence, activation; response scale: 0% is enzyme alone, no compound; also: potency is read from the fitted curve at half-maximal effect; % is scaled to controls: 0 for no effect and ±100 for the full control effect; nearly all actives have a fitted effect of over 55% in size
#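 ATP formation by purified human PK-M2, quantified via coupled luciferase luminescence after 1 h at room temperature with 0.1 mM ADP and 0.5 mM PEP final.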
# S-ASM inh: Inhibitors of Secretory Acid Sphingomyelinase (S-ASM): qHTS | Sphingomyelin phosphodiesterase (Homo sapiens), P17405 | placental ASM, HMU-PC fluorogenic substrate, 60 min | Potency, µM (top dose mostly 57.5 µM), for inactives: top-dose activity change, negative = inhibition, most hits filed as inhibitors | 340,000 compounds, 0.006% hits; also: potency is read from the fitted curve at half-maximal effect
#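 Human placenta-derived ASM enzyme was preincubated with compound for 10 minutes at room temperature, then given fluorogenic substrate HMU-PC0 (9 uM final) for 60 minutes at 37 °C; a pH 10 stop preceded fluorescence reading at Ex 386/Em 447 nm.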
# B2AR arrestin: qHTS assay of beta-arrestin-biased ligands of beta2-adrenergic receptor. Beta-2 adrenergic receptor (Homo sapiens), P07550. beta-arrestin recruitment to beta2AR, cell-based reporter. Potency, µM (top dose mostly 46.1 µM), inactives show at the highest dose activation, actives largely listed as activators. 330,000 compounds, 0.02% hits;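 also: potency is read from the fitted curve at half-maximal effect; 0% = DMSO controls and full agonism = EC100 isoproterenol or metaproterenol; nearly all actives have a fitted effect of over 65% in size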
# Chronic BCR inh: qHTS Assay to Find Inhibitors of Chronic Active B-Cell Receptor Signaling. ABC-DLBCL IkBa-CBG/CBR reporter, luminescence ratio, 4 h. Potency, µM (doses to about 46.1 µM), for the others: top-dose ratio change, negative = lower green/red ratio, actives largely listed as inhibitors. 340,000 compounds, 0.05% hits; active = well fitted inhibition curve with a large enough effect in the signal ratio, with a control signal flat, not every such curve was filed as active; inconclusive = small, poorly fitted or top-dose-only effect, or effect the other way, or a change in a side signal; the % refers to the signal ratio;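 also: potency is read from the fitted curve at half-maximal effect; plate controls were basal doxycycline-induced cells for no effect and cells given 10 µM MG132 for full effect; MG132 reads +100%, hits lower the ratio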
#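 TMD8 human ABC-DLBCL cells with doxycycline-inducible IκBα–green luciferase fusion and unfused red luciferase, in 0.5% FBS medium; compounds up to 46 uM, 4 h at 37C. Green/red luminescence ratio, filter-overlap corrected, fitted to concentration-response curves.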
# FBPA coupling cs: qHTS Assay for Inhibitors of Fructose-1,6-bisphosphate Aldolase from Giardia Lamblia: Coupling assay counterscreen; coupling enzyme system counterscreen, AmpLite Red fluorescence; activity change, negative = inhibition, % at 58.2 µM, hits read low; 290,000 compounds, 0.67% hits; in the data active = activity change below about -30%; also: % is scaled to controls: 0 for no effect and ±100 for the full control effect
#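 Counterscreen lacking aldolase: glyceraldehyde-3-phosphate coupling-enzyme reagent preincubated 10 min at RT with compound (at 57.5 uM final), then substrate/coupling system with AmpLite Red added; fluorescence read at 525/598 nm after 20 min RT.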
# GALK inh: qHTS Assay for Inhibitors of Human Galactokinase (GALK); P51570; Purified GALK, Kinase-Glo residual ATP luminescence; Potency, µM (highest dose often 57.5 µM), without a hit: at the top dose activity change, negative = inhibition, hits mostly inhibitors; 270,000 compounds, 0.007% hits; also: potency is read from the fitted curve at half-maximal effect; % is scaled to controls: 0 for no effect and ±100 for the full control effect
#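 5 nM enzyme, 35 uM ATP, 100 uM galactose, 20 mM HEPES pH8.0, 5 mM MgCl2; 1 h RT; residual ATP by Kinase-Glo Plus luminescence, qHTS format.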
# Tb PFK block: qHTS Assay to Find Inhibitors of T. brucei phosphofructokinase; ATP-dependent 6-phosphofructokinase (Trypanosoma brucei brucei), O15648; T. brucei PFK, ADP-Glo luminescence; Potency, µM (top dose mostly 57.5 µM), for the others: at the top dose activity, negative = inhibition, most hits filed as inhibitors; 330,000 compounds, 0.17% hits; AID 485367, 2010;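 also: potency is read from the fitted curve at half-maximal effect; 0% = uninhibited 1x PFK enzyme wells and -100% = no-enzyme wells; nearly all actives have a fitted effect of over 60% in size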
# Target sequence (O15648 whole entry, looked up): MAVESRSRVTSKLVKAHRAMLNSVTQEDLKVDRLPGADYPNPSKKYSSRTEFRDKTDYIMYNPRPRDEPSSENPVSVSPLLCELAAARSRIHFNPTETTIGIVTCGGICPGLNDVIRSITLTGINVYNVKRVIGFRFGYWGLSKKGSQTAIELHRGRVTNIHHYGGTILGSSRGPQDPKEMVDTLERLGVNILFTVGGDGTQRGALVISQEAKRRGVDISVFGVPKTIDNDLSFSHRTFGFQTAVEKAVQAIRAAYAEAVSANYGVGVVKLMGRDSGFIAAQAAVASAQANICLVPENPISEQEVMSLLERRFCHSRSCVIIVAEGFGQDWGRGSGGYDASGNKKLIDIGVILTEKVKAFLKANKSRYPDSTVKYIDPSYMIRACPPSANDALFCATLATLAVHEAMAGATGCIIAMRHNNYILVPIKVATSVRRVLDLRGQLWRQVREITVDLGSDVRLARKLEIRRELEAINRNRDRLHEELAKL
#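 Activity is normalized to no-enzyme wells (full inhibition) and 1.25 nM enzyme wells (no inhibition). Reaction: 0.5 mM F6P, 0.1 mM ATP, 45 min RT, ADP-Glo luminescence; concentration-response curves fitted and classed by quality.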
# a7 integrin act: qHTS for Activators of Integrin-Mediated Alleviation for Muscular Dystrophy | 350,000 compounds, 0.064% hits | AID 624291, 2012 | alpha7betagal myoblasts, beta-gal FDG fluorescence, 48 h | Potency, µM (top dose mostly 38.3 µM), for inactives: at the top dose activation, actives largely listed as activators;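 also: potency is read from the fitted curve at half-maximal effect; 100% = response of the positive control SU9516; nearly all actives have a fitted effect of over 60% in size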
#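 Alpha7betagal+/- myoblasts (passage 13) were plated 16-24 hr, then exposed to compounds (1:260 dilution of DMSO stock) for 48 hours at 37C. After MPER lysis, β-galactosidase reporter activity was read as FDG fluorescence (ex 480/em 540) after 30 minutes.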
# Menin-MLL TR inh: qHTS Assay for Inhibitors Targeting the Menin-MLL Interaction in MLL Related Leukemias: Competition With Texas Red Labeled MLL-derived Mutant Peptide. O00255. Menin + Texas Red MLL mutant peptide, fluorescence polarization. Potency, µM (top dose mostly 61.6 µM), without a hit: at the highest dose FP activity change, negative = inhibition, most hits filed as inhibitors. 270,000 compounds, 0.23% hits; active = well fitted inhibition curve with a large enough effect in the polarisation, with a control signal flat, not every such curve was filed as active; inconclusive = small, poorly fitted or top-dose-only effect, or effect the other way, or a change in a side signal; inactive = no such curve, though single readings can be large or run the other way; the % refers to the polarisation; also: potency is read from the fitted curve at half-maximal effect; % of control where 0% means no effect; many of its hits are not listed in these tables
# * marks the source's active call; other numbers are inactive results; i = inactive; ? = inconclusive; nt = not tested or not shown; [ ] = another dose, or the depositor's remark. Unless noted, calls follow the shape of the dose curve; as a rule, active = well fitted curve in the direction sought with a large enough effect; inconclusive = small, poorly fitted or top-dose-only effect, or another doubt; inactive = no such curve, though single readings can be large; an effect the other way counts as inactive or inconclusive. Not all compounds are listed; count on the stated rates, not on these rows.
SMILES,PTAP TSG101 blk,Giardia killer,PKM2 act,S-ASM inh,B2AR arrestin,Chronic BCR inh,FBPA coupling cs,GALK inh,Tb PFK block,a7 integrin act,Menin-MLL TR inh
Cc1[nH]n(-c2ccccc2)c(=O)c1C=NC1CCCCC1,-1%,-7,-10%,-7%,0.0%,?,0,-3%,0%,6%,0%
CC(C)c1ccc(S(=O)(=O)c2nnn3c2nc(NCC2CCCO2)c2ccccc23)cc1 (stereo not drawn),-1%,4,nt,-18%,0.1%,3%,6,-3%,-4%,-13%,12%
COc1cccc(/C(O)=C2/C(=O)C(=O)N(c3ccccn3)C2c2ccc(OC)c(OC)c2)c1 (stereo not drawn),-2%,1,1%,-3%,-1.1%,?,7,-2%,4%,5%,15%
CC1(C)CC(=O)C=C(NCCN2CCN(C(=O)Nc3ccc(Cl)c(Cl)c3)CC2)C1,-4%,19,4%,0%,0.2%,?,3,-2%,-20%,12%,10%
C=CCn1c(-c2ccccc2)nc(=S)c2c1CC(C)(C)OC2,-4%,10,-1%,2%,0.4%,2%,3,-2%,1%,0%,-7%
O=C(CCNS(=O)(=O)c1ccc(Br)cc1)NCC1CCCO1 (stereo not drawn),-4%,-11,nt,0%,-0.1%,3%,nt,nt,-4%,14%,nt
O=[N+]([O-])c1cnccc1Nc1ccccc1,-3%,-2,-1%,-4%,0.0%,?,2,3%,-6%,4%,1%
CCC(=O)Nc1nnc(SCc2cccc(F)c2)s1,-3%,21,-4%,4%,-1.0%,?,0,2%,-3%,8%,0%
Cc1onc(-c2ccccc2)c1C(=O)Nc1ccc(Br)cc1Cl,-2%,19,2%,-4%,-0.8%,?,0,7%,3%,14%,5%
Cc1cc(C)nc(SC2CCCCC2NS(=O)(=O)c2ccccc2)n1 (stereo not drawn),-6%,5,10%,3%,-0.2%,4%,-2,1%,-5%,30%,-3%
CCOc1ccc(OCC)c(NC(=O)CN2CCN(c3ccc(C)cc3C)CC2)c1,-3%,3,5%,-5%,0.0%,5%,-4,0%,0%,-11%,6%
COc1cc(-c2n[nH]c(=S)n2/N=C/c2cccn2C)cc(OC)c1OC,-3%,1,6%,3%,-0.6%,-11%,-2,7%,-13%,-24%,nt
COc1ccccc1NC(=O)COC(=O)c1ccc(S(=O)(=O)NCc2ccco2)cc1,1%,-10,1%,2%,0.3%,-1%,0,-3%,-9%,1%,17%
COc1ccc(-n2nc(C(=O)NCC(=O)Nc3cccc(C)n3)c3ccccc3c2=O)cc1,-9%,14,0%,45%,-0.1%,8%,1,-2%,3%,18%,-6%
CCc1ccc(N2CN(CCc3ccccc3)CNC2=S)cc1,-1%,20,0%,-2%,0.4%,-12%,1,5%,-2%,30%,nt
CC(C)N(Cc1nccn1C)C(=O)CC1C(=O)NCCN1Cc1ccccc1C(F)(F)F (stereo not drawn),-1%,-10,8%,21%,-0.4%,0%,-1,6%,-5%,7%,-6%
O=C(c1ccc(OC2CCN(C/C=C/c3ccccc3)CC2)cc1)N1CCCC1,-1%,-6,-6%,2%,-0.1%,-2%,nt,7%,-4%,-30%,nt
Cc1csc(CN(C)C(=O)CC2C(=O)NCCN2Cc2ccc(F)cc2Cl)n1 (stereo not drawn),-6%,28,nt,44%[activator],0.0%,1%,nt,-6%,1%,-9%,nt
Cc1cccc(NS(=O)(=O)c2ccc3[nH]c(=O)cc(C(=O)O)c3c2)c1,-3%,-2,0%,3%,-0.7%,-1%,5,-1%,-2%,2%,0%
O=C(c1ccc(Cl)cc1)[C@@H]1[C@@H]2C(=O)N(c3ccccc3)C(=O)[C@@H]2C2c3ccccc3C=NN21 (stereo partly drawn),-8%,4,1%,-14%,-1.2%,-8%,-14,3%,-5%,14%,5%
Cc1cccc(NC(=S)NC2CCCC2)c1C,-6%,-1,-1%,2%,-0.4%,4%,-2,-3%,1%,-19%,-12%
COc1ccc(OCCSc2nc(-c3ccccc3)cc(=O)[nH]2)cc1,-8%,10,-6%,1%,-0.4%,11%,2,6%,-3%,-9%,-27%
CCNc1oc(-c2cccc3ccccc23)nc1C#N,4%,-12,2%,i,nt,nt,2,-2%,nt,2%,16%
COc1ccccc1NC(=O)CSc1nnc2ccc(-c3cccnc3)nn12,-3%,-14,2%,1%,-0.1%,?,-2,-3%,-1%,5%,0%
COc1cccc(-n2c(C)cc(/C=C3/C(=N)N4C(=NC3=O)SN=C4S(C)(=O)=O)c2C)c1,1%,-12,1%,82%[activator],0.5%,-11%,4,-1%,-1%,2%,22%
Cc1cc(C)cc(OCC(=O)N2Cc3ccccc3CC2C(=O)O)c1 (stereo not drawn),1%,28,-5%,0%,0.0%,-1%,12,1%,4%,20%,-19%
N#Cc1nnn(Cc2ccccc2)c1N,-5%,1,-5%,0%,0.0%,?,-1,-2%,-2%,4%,-12%
O=c1c(Cl)c(NCc2ccccc2)cnn1C12CC3CC(CC(C3)C1)C2,-1%,24,3%,3%,-0.7%,7%,-1,-1%,3%,-2%,-3%
Cn1c(=O)oc2cc(S(=O)(=O)CCC(=O)N3CCN(c4ccccc4F)CC3)ccc21,-4%,34[activator],0%,0%,0.1%,-6%,8,7%,-1%,5%,23%
COC(=O)C1C(c2ccc(OC)c(OC)c2)NC(c2ccc(OC)c(OC)c2)C(C(=O)OC)S1(=O)=O (stereo not drawn),-2%,8,9%,7%,8.0%,?,3,0%,2%,30%,-11%
NS(=O)(=O)c1ccc(CCNC(=O)COC(=O)CCc2ccccc2)cc1,0%,-2,-7%,2%,0.4%,-1%,-1,15%,-1%,23%,13%
Cn1cc(CCC(=O)N2CCCC(CCC(=O)NCc3ccccc3F)C2)cn1 (stereo not drawn),-1%,32[activator],5%,0%,-0.3%,?,3,2%,3%,20%,8%
Cc1cccc(C2CC(c3ccc(Cl)cc3)Nc3nc(N)nn32)c1 (stereo not drawn),-1%,-14,-5%,8%,0.2%,2%,4,-2%,-1%,-19%,-21%
CCOCCCNC(=O)c1ccc2c(c1)ncn2C1CCCC1,-8%,-3,-10%,-1%,-0.1%,?,7,1%,-8%,-16%,4%
COc1ccc(S(=O)(=O)NCc2cn3c(C)csc3n2)cc1F,-3%,2,-1%,-1%,0.1%,2%,-2,1%,0%,-1%,13%
NC(=O)CC(NC(=O)c1ccc(Br)cc1)c1ccc(NC2CCCCCCC2)c([N+](=O)[O-])c1 (stereo not drawn),2%,-28,-1%,-17%,-0.9%,-1%,1,nt,0%,-23%,13%
CSC1=NC(C(Cl)(Cl)Cl)N=C(c2ccccc2)N1 (stereo not drawn),0%,-6,-2%,-1%,0.0%,-25%,2,2%,-4%,16%,0%
COc1ccc(NC(=O)CSc2nc3c(c(=O)n2-c2ccccc2)SCC3)c(OC)c1,-9%,1,15%,-2%,?,3%,7,0%,17%,38%,14%
Cc1ccc(C[n+]2ccccc2)cc1,-1%,-8,nt,1%,-0.4%,1%,nt,nt,-4%,-18%,nt
O=C(O)c1c(NC(=O)N(CCO)Cc2ccccc2)sc2c1CCCC2,0%,12,nt,6%,-0.3%,-2%,0,5%,-1%,-19%,14%
O=C(O)c1ccc(COc2ccc3c4c(c(=O)oc3c2)CCC4)o1,-5%,-6,-17%,60%[activator],-3.7%,?,12,-2%,-5%,?,-3%
